STAT3 activator: increases IL-6 driven STAT3 reporter signal; U3A cells, IL-6 STAT3-luciferase reporter, luminescence; 100% = signal with IL-6 EC80 alone; activation (% of control), % at 5.6 µM; 190,000 compounds, 0.91% hits; AID 871;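 active = activation above the screen-wide mean of compound activation plus 3 SD, cut at about 130% in these data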;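 note: 0% = background luminescence of wells with medium and substrate only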
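Test system: human U3A cells carrying STAT3-luciferase construct; control set: IL-6-only wells as 100% reference; timing: compound pre-incubation 1 h before IL-6, then 6 h stimulation at 37 °C; also added: IL-6 stimulus at 33 ng/mL final; evaluation: % activation versus median of IL-6-stimulated wells; detection: reporter luminescence signal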
bIAP activator: intestinal alkaline phosphatase (bovine) activation; purified bovine IAP, CDP-star luminescence, 30 min; active compounds read high; fold of DMSO-control signal, blank-subtracted; activation factor at 20 µM; 200,000 compounds, 0.17% hits; AID 1016;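 active = activation factor of 2 or more at 20 µM, a signal rise over negative controls twice the positive control's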
bIAP inh: blocks bovine intestinal alkaline phosphatase activity; purified bovine IAP, CDP-star luminescence, 30 min; inhibition, % at 20 µM; 190,000 tested, under 10 active; AID 1019;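 active = over 50% inhibition of intestinal alkaline phosphatase at 20 µM in the single-dose screen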
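test system = bovine IAP enzyme | medium = DEA buffer 100 mM, pH 9.8, with MgCl2 1.0 mM, ZnCl2 0.02 mM | detection = luminescence | dosing = single compound dose of 20 µM, 2% DMSO final | incubation = 30 min reaction at room temperature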
PPARg SRC-1 ag: PPARgamma-driven SRC-1 recruitment agonism; activation, % at 8 µM; 200,000 compounds, 0.41% hits; AID 631; P37231; PPARgamma-SRC-1 coactivator recruitment biochemical assay; in the data active = activation above about 19%;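 note: 0% = DMSO and 100% = reference agonist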
ROMK mod: modulates human ROMK potassium channel activity; Tet-inducible ROMK, thallium flux fluorescence; actives lie on both sides; AID 1918; P48048; 130,000 compounds, 2% hits; B-score at 10 µM;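 active = signal ratio slope over the read window, or its plate-corrected B-score, at least 3 SD from the plate mean, either direction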;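 note: B-score of the F/F0 ratio slope over 7 to 12 s after thallium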
Target sequence (P48048 whole entry, looked up): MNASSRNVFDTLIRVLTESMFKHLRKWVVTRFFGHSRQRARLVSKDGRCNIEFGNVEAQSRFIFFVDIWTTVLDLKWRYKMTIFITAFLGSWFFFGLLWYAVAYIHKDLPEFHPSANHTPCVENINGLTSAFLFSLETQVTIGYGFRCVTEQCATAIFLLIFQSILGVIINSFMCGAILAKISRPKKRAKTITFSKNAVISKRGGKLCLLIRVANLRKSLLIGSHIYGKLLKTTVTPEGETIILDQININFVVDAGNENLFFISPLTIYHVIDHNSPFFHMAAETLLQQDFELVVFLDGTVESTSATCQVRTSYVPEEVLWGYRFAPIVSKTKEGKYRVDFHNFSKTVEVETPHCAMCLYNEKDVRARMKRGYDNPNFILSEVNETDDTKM
STAT1 blocker: STAT1 signaling inhibition. inhibition, % at 5.5 µM. NIH 3T3 STAT1-luciferase reporter, IFN-gamma, luminescence. 200,000 compounds, 0.35% hits;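 active = inhibition above a set limit, the mean inhibition across all tested compounds plus 3 SD, cut at about 34% in these data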;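 note: 0% = IFN-gamma with DMSO and 100% = IFN-gamma with 300 µM nifuroxazide; values of inactives mirror those of a sister screen read the other way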
PPARg SRC-3 ag: agonists of human PPARgamma SRC-3 coactivator recruitment; activation, % at 8 µM; AID 731; biochemical PPARgamma/SRC-3 coactivator recruitment assay; P37231; 200,000 compounds, 0.26% hits; in the data active = activation above about 23%;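 note: 0% = DMSO and 100% = reference agonist; some compounds past the cut are filed as inactive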
TNAP act hi DEA: increases human TNAP activity under high phosphate acceptor concentration | purified TNAP, CDP-star luminescence, 1 M DEA, 30 min; active compounds read high; 0 = EDTA background, 1 = DMSO-only activity | activation factor at 20 µM | 200,000 tested, under 10 active | AID 1136;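 active = activation factor at least 2 at 20 µM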
Target sequence (P05186 whole entry, looked up): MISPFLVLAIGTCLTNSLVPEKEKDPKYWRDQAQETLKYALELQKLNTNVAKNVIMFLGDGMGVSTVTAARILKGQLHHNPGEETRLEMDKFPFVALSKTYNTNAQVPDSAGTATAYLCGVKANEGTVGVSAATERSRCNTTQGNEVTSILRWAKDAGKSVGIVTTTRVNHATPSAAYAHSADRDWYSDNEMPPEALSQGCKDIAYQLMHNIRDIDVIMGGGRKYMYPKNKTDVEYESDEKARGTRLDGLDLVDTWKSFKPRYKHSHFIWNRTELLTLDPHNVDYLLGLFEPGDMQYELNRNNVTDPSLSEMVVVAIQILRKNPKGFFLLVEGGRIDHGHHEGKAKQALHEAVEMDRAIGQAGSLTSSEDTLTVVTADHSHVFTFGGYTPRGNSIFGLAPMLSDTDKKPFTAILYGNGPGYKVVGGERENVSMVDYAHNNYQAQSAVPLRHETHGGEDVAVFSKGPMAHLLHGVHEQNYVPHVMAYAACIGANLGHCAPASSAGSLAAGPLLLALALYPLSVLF
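system = human TNAP | amount = enzyme diluted 1/800 final | reagent = 100 µM CDP-star substrate | signal = luminescent substrate turnover signal | dosing = one dose, 20 µM | benchmarks = EDTA negative control, DMSO positive control | measure = activation factor | timing = 30 min reaction, room temperature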
STAT3 inh: STAT3 signaling inhibition; AID 862; 190,000 compounds, 0.89% hits; U3A cells, IL-6 STAT3-luciferase reporter, luminescence; host cell line lacks STAT1; inhibition, % at 5.5 µM;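 active = inhibition above the mean inhibition across all screened compounds plus 3 SD, cut at about 44% in these data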;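 note: 0% = DMSO only wells and 100% = 100 µM nifuroxazide control wells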
TR-FRET SRC-2 ct: flags TR-FRET format artefacts in PPARgamma SRC-2 recruitment agonist screen; TR-FRET artefact counter-screen; active compounds read high; 200,000 compounds, 0.4% hits; TR-FRET ratio at 8 µM; AID 1049; in the data active = TR-FRET ratio above about 2000; note: inactives centre near 1500
PPARg SRC-2 ag: agonists of SRC-2 recruitment by human PPARgamma | P37231 | PPARgamma LBD-SRC-2 recruitment, biochemical | activation, % at 8 µM | 200,000 compounds, 0.34% hits | AID 1032; in the data active = activation above about 22%;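 note: 0% = vehicle and 100% = reference agonist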
* marks the source's active call; other numbers are inactive results; nt = no result given.

SMILES	STAT3 activator	bIAP activator	bIAP inh	PPARg SRC-1 ag	ROMK mod	STAT1 blocker	PPARg SRC-3 ag	TNAP act hi DEA	STAT3 inh	TR-FRET SRC-2 ct	PPARg SRC-2 ag
CC(=O)Nc1nc(-c2ccccc2)c(-c2ccccc2)o1	107	0.8	16	6	-1.5	-3	-2	0.9	-6	1573	1
COc1cccc(N2CCN(CC(=O)Nc3nc4c(s3)CC(C)CC4)CC2)c1 (centres undefined)	98	1.4	-36	0	nt	-3	-4	1	6	1499	-6
Cc1ccc(C(=O)N2N=C(c3ccccc3)CC2(O)C(F)(F)F)o1 (centres undefined)	113	1	-1	2	-0.0017	6	1	1	-13	1781	1
CCOC(=O)c1ccc2c(c1)n(CC)c(C)[n+]2CC	97	1.1	-5	7	-0.075	-2	6	1	6	1523	10
CCc1ccc(S(=O)(=O)NCCc2cn3ccsc3n2)s1	101	1.2	-20	2	nt	5	5	1.1	8	1749	-1
Cc1ccc(Nc2nc(N)nc(CN3CCC(C)CC3)n2)c(C)c1	93	nt	nt	-2	nt	3	1	nt	11	1451	7
O=C(Cn1nc(C(F)(F)F)c2c1CCC2)NCc1ccc(F)cc1	94	1	1	-3	nt	4	-1	1	14	1300	2
COc1cccc(/C=C2\SC(=S)N(CC3CCCO3)C2=O)c1 (centres undefined)	101	1	4	1	nt	-6	1	1	1	1470	5
O=C(C1CCN(S(=O)(=O)N2CCC3(CC2)OCCO3)CC1)N1CCCCC1	103	0.9	13	-3	0.46	3	4	1	5	1412	-4
CCn1cc(C2Nc3ccccc3C(=O)N2O)c(C)n1 (centres undefined)	98	1.1	-7	-6	nt	-6	1	1	5	1339	-7
O=c1c2ccccc2nc(SCc2nc(-c3ccccc3)no2)n1-c1ccc(F)cc1	110	0.8	16	-3	nt	7	2	1	-12	1589	-2
COCCCn1c(SCC(=O)NCc2ccco2)nc2sc3c(c2c1=O)CCC3	99	1.1	-9	6	0.002	12	-8	1	6	1622	2
CCOc1nc(C)ccc1-c1noc(-c2ccccn2)n1	99	1	-3	-3	nt	-14	-11	1	7	1392	-2
CCCCNC(=S)N/N=C/c1ccc(C)s1	114	0.9	10	5	-0.94	-6	-5	1	-8	1457	1
COc1ccccc1-c1nc(SCC(=O)N(C)c2ccccc2)c2c(=O)n(C)c(=O)n(C)c2n1	109	1.1	-8	3	0.57	1	3	1	1	1579	0
CCOC(=O)c1sc2ncn(C(CC)C(=O)OCC)c(=O)c2c1C (centres undefined)	94	1.1	-13	-7	nt	2	-2	1.1	13	1563	1
Fc1ccc(NC(=S)Nc2ccccc2N2CCOCC2)cc1Cl	100	0.9	7	-1	-0.28	10	-5	1	7	1498	-5
COc1ccc(CCNCC(=O)Nc2ccc(C)c(S(=O)(=O)N(C)C)c2)cc1	99	1.3	-30	4	0.91	9	-3	1.1	9	1597	1
Cc1cc(NC(=O)CSc2nc3ccsc3c(=O)n2Cc2ccccn2)n[nH]1	90	1.1	-6	2	-0.0014	8	5	1	13	1702	3
CCN1C(=O)c2cccc3c(S(=O)(=O)Nc4ccc(OC)cc4OC)ccc1c23	90	1	5	9	-2.4	7	1	1	14	1587	-2

Compounds above that contain a furan ring, fused or not, in the order listed:
SMILES	STAT3 activator	bIAP activator	bIAP inh	PPARg SRC-1 ag	ROMK mod	STAT1 blocker	PPARg SRC-3 ag	TNAP act hi DEA	STAT3 inh	TR-FRET SRC-2 ct	PPARg SRC-2 ag
Cc1ccc(C(=O)N2N=C(c3ccccc3)CC2(O)C(F)(F)F)o1 (centres undefined)	113	1	-1	2	-0.0017	6	1	1	-13	1781	1
COCCCn1c(SCC(=O)NCc2ccco2)nc2sc3c(c2c1=O)CCC3	99	1.1	-9	6	0.002	12	-8	1	6	1622	2

The list goes on:
SMILES	STAT3 activator	bIAP activator	bIAP inh	PPARg SRC-1 ag	ROMK mod	STAT1 blocker	PPARg SRC-3 ag	TNAP act hi DEA	STAT3 inh	TR-FRET SRC-2 ct	PPARg SRC-2 ag
N#Cc1ccsc1NC(=O)CN1CCCCC1	97	1	2	-5	-0.33	1	-1	1	4	1527	-5
CCN(CC)CCN(Cc1cc2ccc(C)c(C)c2[nH]c1=O)C(=S)NCc1ccco1	111	1.1	-8	0	0.55	3	-1	1	-7	1537	-9
COc1ccc(NC(=O)Cn2c(=O)n(-c3ccccc3)c(=O)c3oc4ccccc4c32)c(OC)c1	87	1.1	-9	2	1.7	3	4	1	16	1632	1
Cc1cc(NC(=O)CSc2nnc(CNc3cccc(C(F)(F)F)c3)n2Cc2ccco2)no1	101	0.9	13	5	nt	9	1	1.1	4	1611	11
COc1cccc(C(=O)Oc2cc(N)n(S(=O)(=O)c3ccc(C)cc3)n2)c1OC	101	1	2	14	nt	1	0	1	1	1711	0
O=C(Nc1cccnc1)OC1CCCCC1	98	1.1	-9	4	0.7	-4	2	1	3	1531	10
c1ccc2[nH]c(SCc3cn4cccnc4n3)nc2c1	106	0.6	38	0	0.35	-8	-9	1	-3	1738	4
CCCCSc1[nH]c(=O)c(C(=O)OCC)cc1C#N	100	1	3	2	-1.8	-4	4	1	4	1505	6
c1ccc2c(c1)CCCn1nnnc1-2	105	1	2	-6	nt	-8	3	1	-1	1198	-2
CC1CCN(C(=O)c2ccc(S(=O)(=O)Cc3ccccc3F)c([N+](=O)[O-])c2)CC1	107	0.8	17	-8	-0.71	-8	-1	1	-11	1456	-6
CCN(CC)C(=O)CSC1c2ccccc2C(=O)N1c1ccccc1 (centres undefined)	93	1	2	5	nt	-3	3	1	11	1552	8
COc1ccc2cc(C(=O)Nc3ccc(Cl)cc3)sc(=O)c2c1OC	89	1	-1	5	nt	5	3	0.9	13	1676	-3
CC(C)NC(=O)NC(=O)COC(=O)/C=C/c1ccccc1[N+](=O)[O-]	147*	1.1	-14	0	-0.49	29	-1	1.1	-55	1631	3
CCCCOc1ccc(C(=O)Nn2c(-c3cccs3)nc3ccccc3c2=O)cc1	110	1	-4	0	0.087	5	3	1	-8	1728	1
CC(=O)c1ccc(N2CCN(C(=O)c3ccc4nc[nH]c4c3)CC2)cc1	94	1	-4	-1	-0.73	2	1	1	6	1526	5
COc1ccc(Cc2nc(-c3cccs3)no2)cc1	97	0.9	12	-8	-0.52	-25	2	1.1	12	1570	-5
O=C1COc2ccc(C(=O)COC(=O)Cc3ccsc3)cc2N1	88	1	-5	2	-1.2	-10	6	1	17	1572	4
O=C(NC1CCN(C(=O)Nc2cccc(F)c2)CC1)C1CCCCC1	101	0.9	5	-5	nt	-6	-8	1.1	4	1487	2
CN(Cc1ncc[nH]1)C(=O)CC1C(=O)NCCN1Cc1c(F)cccc1Cl (centres undefined)	99	1	-4	2	-0.35	0	-3	1	5	1690	0
CCO[C@@H]1OC(C(=O)N2CCN(C)CC2)=C[C@H](c2csc3ccccc23)[C@H]1CCCO	nt	1.1	-6	4	nt	-2	1	1.1	nt	1291	-6

Record cards, as listed above.
COc1cccc(C(=O)Oc2cc(N)n(S(=O)(=O)c3ccc(C)cc3)n2)c1OC is entered as STAT3 activator: 101; bIAP activator: 1; bIAP inh: 2; PPARg SRC-1 ag: 14; ROMK mod: nt; STAT1 blocker: 1; PPARg SRC-3 ag: 0; TNAP act hi DEA: 1; STAT3 inh: 1; TR-FRET SRC-2 ct: 1711; PPARg SRC-2 ag: 0
COc1ccc(Cc2nc(-c3cccs3)no2)cc1 is entered as STAT3 activator: 97; bIAP activator: 0.9; bIAP inh: 12; PPARg SRC-1 ag: -8; ROMK mod: -0.52; STAT1 blocker: -25; PPARg SRC-3 ag: 2; TNAP act hi DEA: 1.1; STAT3 inh: 12; TR-FRET SRC-2 ct: 1570; PPARg SRC-2 ag: -5

Part of the list above, with two lines to a compound.
Value order – STAT3 activator, bIAP activator, bIAP inh, PPARg SRC-1 ag, ROMK mod, STAT1 blocker, PPARg SRC-3 ag, TNAP act hi DEA, STAT3 inh, TR-FRET SRC-2 ct, PPARg SRC-2 ag
- O=C1COc2ccc(C(=O)COC(=O)Cc3ccsc3)cc2N1
    88, 1, -5, 2, -1.2, -10, 6, 1, 17, 1572, 4
- COc1ccc(CCNCC(=O)Nc2ccc(C)c(S(=O)(=O)N(C)C)c2)cc1
    99, 1.3, -30, 4, 0.91, 9, -3, 1.1, 9, 1597, 1
- CCOC(=O)c1ccc2c(c1)n(CC)c(C)[n+]2CC
    97, 1.1, -5, 7, -0.075, -2, 6, 1, 6, 1523, 10

Next section
SMILES	STAT3 activator	bIAP activator	bIAP inh	PPARg SRC-1 ag	ROMK mod	STAT1 blocker	PPARg SRC-3 ag	TNAP act hi DEA	STAT3 inh	TR-FRET SRC-2 ct	PPARg SRC-2 ag
Cc1ccc(S(=O)(=O)N2CCN(C(=O)COc3ccc(-c4nnco4)cc3)CC2)cc1	98	1	1	7	nt	-1	3	1	5	1602	-5
O=C(N/N=C/c1cccc([N+](=O)[O-])c1)C1CC(=O)N(c2ccc(F)cc2)C1 (centres undefined)	101	0.9	9	2	-0.43	3	4	1	-1	1523	5
O=C(NC1=NCCS1)c1ccc(Br)s1	105	0.9	8	0	1.4	-41	0	1.1	0	1451	9
O=C(c1nc2ccccc2s1)N1CCSCC1	113	0.9	10	0	0.06	-25	-9	1	-15	1593	6

With a hit mark in STAT3 activator, of those listed so far:
smiles | STAT3 activator | bIAP activator | bIAP inh | PPARg SRC-1 ag | ROMK mod | STAT1 blocker | PPARg SRC-3 ag | TNAP act hi DEA | PPARg SRC-2 ag
CC(C)NC(=O)NC(=O)COC(=O)/C=C/c1ccccc1[N+](=O)[O-] | 147* | 1.1 | -14 | 0 | -0.49 | 29 | -1 | 1.1 | 3
